KCNQ2 inh = KCNQ2 potassium channel inhibitors, primary screen, cell-based, CHO-K1, FluxOR thallium flux, B-score (AID 2156). B-score at 10 µM. 310,000 compounds, 1.1% hits. 20 min; stronger effect = lower value;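 active = fluorescence ratio B-score at most minus 3 library SDs, with starting brightness B-score within 2 library SDs, cut at about -5.5 in these data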
Target sequence (O88943 whole entry, looked up): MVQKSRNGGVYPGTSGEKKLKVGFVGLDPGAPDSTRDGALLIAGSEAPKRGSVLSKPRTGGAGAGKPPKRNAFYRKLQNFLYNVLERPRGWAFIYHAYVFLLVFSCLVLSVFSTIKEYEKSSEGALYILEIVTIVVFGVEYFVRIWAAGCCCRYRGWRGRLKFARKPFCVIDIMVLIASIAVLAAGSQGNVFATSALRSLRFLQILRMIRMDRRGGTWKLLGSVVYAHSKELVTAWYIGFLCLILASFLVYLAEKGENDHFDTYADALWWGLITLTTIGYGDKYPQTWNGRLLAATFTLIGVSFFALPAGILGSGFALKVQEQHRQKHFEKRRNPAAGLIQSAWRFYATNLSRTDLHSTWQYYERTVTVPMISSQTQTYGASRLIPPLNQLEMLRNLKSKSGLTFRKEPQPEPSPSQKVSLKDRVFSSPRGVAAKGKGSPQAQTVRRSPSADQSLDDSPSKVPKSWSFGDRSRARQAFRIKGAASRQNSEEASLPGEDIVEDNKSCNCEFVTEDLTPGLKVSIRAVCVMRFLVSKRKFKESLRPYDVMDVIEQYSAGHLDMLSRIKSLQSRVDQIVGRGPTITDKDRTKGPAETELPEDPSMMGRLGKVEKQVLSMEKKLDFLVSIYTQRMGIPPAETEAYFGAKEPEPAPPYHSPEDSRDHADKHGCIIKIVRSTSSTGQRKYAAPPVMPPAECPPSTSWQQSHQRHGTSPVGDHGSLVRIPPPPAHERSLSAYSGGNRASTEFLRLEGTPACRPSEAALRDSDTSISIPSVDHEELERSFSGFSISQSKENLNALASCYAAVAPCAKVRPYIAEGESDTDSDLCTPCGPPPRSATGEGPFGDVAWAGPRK
STK33 inh = inhibitors of purified STK33 kinase, primary screen, biochemical, ADP-Glo luminescence, homogeneous, cell-free. AID 2661, 2010. Serine/threonine-protein kinase 33 (Homo sapiens), Q9BYT3. 320,000 compounds, 0.073% hits. inhibition, % at 10 µM. MBP phosphorylation;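 active = inhibition at or above 25%, using the most active replicate where run in duplicate; inactive = inhibition below 25%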
Kir21 inh = inhibitors of mouse Kir2.1 inward-rectifier potassium channel. Inward rectifier potassium channel 2 (Mus musculus), P35561. HEK293-Kir2.1, FluxOR thallium flux fluorescence; stronger effect = lower value. B-score at 10 µM. 310,000 compounds, 0.85% hits;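 active = fluorescence ratio B-score at or below minus 3 SD of library scores, with starting-brightness B-score within 2 SD, cut at about -4.2 in these data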;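 note: channel flux triggered by added potassium and thallium sulfate stimulus; B-score of peak minus minimum fluorescence over baseline after thallium stimulus; more negative B-score means stronger Kir2.1 block with less thallium influx; some compounds called inactive have numbers as strong as hits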
* marks the source's active call; other numbers are inactive results; i = inactive; . = no result given.

Preview (5 entries):
compound | KCNQ2 inh | STK33 inh | Kir21 inh
C/C(=N\Nc1nc(C)cc(-c2ccccc2)n1)c1cccc(N)c1 | i | -0.5 | 0.45
Cc1ccc(NC(=S)N2CCOCC2)c(C)c1 | i | -0.6 | -0.39
Cc1ccnc2nc(C(=O)Nc3nnc(-c4ccccc4)o3)nn12 | i | -2.0 | -0.35
O=C(CCC1CCCN(C(=O)c2ccsc2)C1)N1CCN(c2ccccn2)CC1 (stereo not given) | i | 0.1 | 2.5
COc1ccc(C)cc1NC(=O)c1nn(C)c(C(=O)Nc2cc(C)ccc2OC)c1[N+](=O)[O-] | i | 1.0 | 0.01

The whole of this part, previewed entries included:
compound | KCNQ2 inh | STK33 inh | Kir21 inh
C/C(=N\Nc1nc(C)cc(-c2ccccc2)n1)c1cccc(N)c1 | i | -0.5 | 0.45
Cc1ccc(NC(=S)N2CCOCC2)c(C)c1 | i | -0.6 | -0.39
Cc1ccnc2nc(C(=O)Nc3nnc(-c4ccccc4)o3)nn12 | i | -2.0 | -0.35
O=C(CCC1CCCN(C(=O)c2ccsc2)C1)N1CCN(c2ccccn2)CC1 (stereo not given) | i | 0.1 | 2.5
COc1ccc(C)cc1NC(=O)c1nn(C)c(C(=O)Nc2cc(C)ccc2OC)c1[N+](=O)[O-] | i | 1.0 | 0.01
O=C(c1ccccc1Cl)N(Cc1ccc(Cl)c(Cl)c1)N1C(=O)CCCC1=O | i | -0.6 | -0.42
CC(C)(C)C(=O)Nc1cc(S(=O)(=O)Nc2ccc(Cl)cc2)ccc1O | i | -0.6 | 0.2
Cc1nc2sc(C(c3cccs3)N3CCOCC3)c(O)n2n1 (stereo not given) | i | -0.8 | 0.85
CCCCS(=O)CC(COC)OC(=O)c1ccccc1 (stereo not given) | i | -2.9 | -1.6
COc1ccc(C(=O)N(C)Cc2ccccn2)cc1OC1CCN(C(C)C)CC1 | i | -0.7 | -0.57
CCOC(=O)/C(=C\c1ccc([N+](=O)[O-])o1)NC(=O)c1ccccc1 | i | -2.2 | 0
CC1(C)CC(=O)C2=C(C1)OC(N)=C(C#N)C2c1cccc(OC(=O)c2ccco2)c1 (stereo not given) | i | -1.3 | 0.44
CCOC(=O)c1cc(C(=O)OCC)c(=O)[nH]c1N1CCCC1 | i | 0.8 | 0.36
O=C(NCC1CC1)Nc1ccccc1F | i | 0.0 | 0.34
CN(C)c1ccc(/C=N/N(Cc2ccccc2)c2ccccc2)cc1 | i | -0.1 | -1.4
O=C(c1ccccc1Br)N1CCN(c2ccc([N+](=O)[O-])c(N3CCOCC3)c2)CC1 | i | 1.1 | -0.14
O=C(N/C(=C\c1cccc([N+](=O)[O-])c1)C(=O)N1CCOCC1)c1cccc(Br)c1 | i | 0.9 | 0.06
Cc1ccc(C)c(OCC(=O)Nc2ccc(S(=O)(=O)Nc3ccccn3)cc2)c1C | i | 0.2 | -0.09
CC(=O)Nc1ccc(NC(=O)CSc2ncnc3c2cnn3Cc2ccccc2)cc1 | i | -1.8 | 0.02
O=C(CSc1nnc(CNC(=O)c2ccco2)o1)Nc1cccc(F)c1 | i | -0.9 | 0.58
C=CCN1C(=O)C(Cc2ccc(C)cc2)S/C1=N/N=C/c1ccco1 (stereo not given) | i | -0.3 | 0.58
CCCC(=O)OCC(=O)NC1CCCc2ccccc21 (stereo not given) | i | -1.8 | -1.2
CCO[C@@H]1OC(C(=O)NC2CC2)=C[C@H](c2c[nH]c3ccccc23)[C@H]1CCCO | i | -0.8 | -0.03
Nc1ccc(CCNc2ncnc3c2ncn3[C@@H]2O[C@H](CO)[C@@H](O)[C@H]2O)cc1 | i | 0.1 | 0.67
CCc1ccccc1NC(=S)NCCSc1ccc(Cl)cc1 | i | -1.1 | 0.45
O=C(Nc1cccc(F)c1)c1cc(S(=O)(=O)N2CCC3(CC2)OCCO3)ccc1F | i | -2.0 | 1.5
O=C(/C=C/c1ccc2ccccc2n1)c1cc(Br)ccc1O | i | -2.1 | -0.17
CC(C)Cc1nnc(NC(=O)CCC(=O)Nc2ccccc2F)s1 | i | -2.4 | 0
NC(=O)CC(NC(=O)Cc1cccc2ccccc12)c1ccc(N2CCN(c3ccccc3)CC2)c([N+](=O)[O-])c1 (stereo not given) | i | -0.1 | -0.46
C=C(C)COc1ccc(-c2[nH]ncc2-c2ccccc2)c(O)c1 | i | 1.1 | -1.1
Cc1ccc(N(CC(=O)NCCc2ccccc2)C(=O)c2csnn2)cc1 | i | -0.8 | 1.4
CC(C)NC(=O)COc1ccc(S(=O)(=O)N(C)Cc2ccccc2)cc1 | i | 0.2 | 2.4
CC(C)(C)c1nc2ccccc2c2nnc(SCC(=O)Nc3nccs3)n12 | i | -1.5 | 0.91
CCOC(=O)NC(=O)c1cn(CCNCCO)c(=O)[nH]c1=O | i | 7.3 | -0.46
O=C(CCc1ccccc1)Nc1ccc2c(c1)C(=O)OC2 | i | -3.3 | -2
COc1ccccc1C(=O)NC(=O)COC(=O)CCOc1ccccc1C | i | -1.5 | 0.7
O=C1OCC(c2ccccc2)=C1c1ccc(S(=O)(=O)N2CCOCC2)s1 | i | 0.0 | 1.6
COc1ccc(C(=O)N[C@H]2CCCCNC2=O)cc1OC1CCN(C(C)C)CC1 | i | -0.5 | 1.3
NC(=O)c1nsc(C(=O)N(Cc2ccco2)C(C(=O)NCC2CCCO2)c2ccc(O)cc2)c1N (stereo not given) | i | -1.9 | -0.75
COc1cc2nc(Cl)nc(N3CCCCC3)c2cc1OC | i | -1.1 | 0.87
N#Cc1nc(-c2ccco2)oc1NCCCN1CCOCC1 | i | 0.3 | 0.66
Cc1ccc(S(=O)(=O)Nc2ccncc2)c(C)c1N(C)S(=O)(=O)c1ccc(F)cc1 | i | 0.5 | -1.1
COc1ccc(CCN2CC(C(=O)NCc3cc(C(C)C)no3)CCC2=O)cc1 (stereo not given) | i | . | 1.6
Cc1ccc(S(=O)(=O)NCC(=O)OCC(=O)Nc2ccccc2OC(F)F)cc1 | i | -0.3 | 0.43
Cc1ccc(NC(=O)C2CCCCC2)c(O)c1 | i | -0.9 | 1.6
O=C(NNC1=NCCN1Cc1ccccc1)c1cccc(C(F)(F)F)c1 | i | -2.1 | -0.56
CCc1cc(=O)oc2c(C)c(O)c(CN(C)C)cc12 | i | -3.2 | -0.84
CCC(C)c1ccc(NC(=O)C/C(C)=N/NC(=O)c2cnccn2)cc1 (stereo not given) | i | -1.7 | -0.06
Cn1nccc1C(=O)Nc1cccc(C(F)(F)F)c1 | i | -1.0 | 0.01
COc1cc(/C=N/S(=O)(=O)CCc2ccccc2)ccc1O | i | . | -0.27

Later entries
compound | KCNQ2 inh | STK33 inh | Kir21 inh
O=C(N[C@@H](Cc1ccccc1)C(=O)NC1CCCCCC1)c1ccco1 | i | -0.3 | 1.3
CCN(CC)S(=O)(=O)c1ccc(C(=O)N2CCc3ccccc32)cc1 | i | -1.5 | -0.71
O=C(CSc1nnc(-c2ccccn2)o1)Nc1ccc(F)cc1 | i | 0.1 | 0.35
CC1CCN(c2ccc3nnc(CCC(=O)NC(C)C)n3n2)CC1 | i | -1.1 | -0.25
c1ccc(CCc2nn3c(Cc4ccccc4)nnc3s2)cc1 | i | -1.0 | 0.4
CSCCC(NS(=O)(=O)c1ccccc1F)C(=O)N1CC=C(c2ccccc2)CC1 (stereo not given) | i | -1.7 | -0.1
O=C(c1ccccc1C(F)(F)F)N1CCN(S(=O)(=O)c2ccccc2)CC1 | i | -1.1 | 0.06
CCCOC(=O)CSc1nnc(-c2ccccc2Cl)o1 | i | 0.3 | 1.3
CN(C)CCCN1c2ccc([N+](=O)[O-])cc2CCc2cc([N+](=O)[O-])ccc21 | i | 1.2 | -1.6
Cc1ccc(NC(=O)C(C)c2cccc(C(=O)c3ccccc3)c2)cc1 (stereo not given) | i | 0.2 | 0.55
COC(=O)c1cc(=O)nc2sc3cc(OC)ccc3n12 | i | -0.1 | -0.08
CC1(C)CC(/C=C/c2ccccc2)=Nc2ccccc2N1 | i | -1.7 | -0.27
Cc1c(NC(=S)NC(=O)c2ccc(Br)o2)c(=O)n(-c2ccccc2)n1C | i | 0.0 | -1.9
COC(=O)C(CC(C)C)NC(=O)/C=C/c1ccccc1Cl (stereo not given) | i | -0.2 | -0.64
O=C(c1ccc(N2CCN(C(=O)c3ccccc3)CC2)cc1)c1cccc(F)c1 | i | -2.8 | 0.74
COCCCNC(=O)c1ccccc1C(F)(F)F | i | 0.6 | -0.61
CC(C)(C)C(=O)/C=C/Nc1ccccc1O | i | 0.2 | 2.6
CCOc1ccc(C2N(c3ccc(OC)cc3)C(=O)C3CCCN32)cc1OC (stereo not given) | i | 0.0 | 0.32
Cc1ccc(NS(=O)(=O)c2cccc(C(=O)NNC(=O)c3ccco3)c2)c(C)c1 | i | 3.7 | 0.02
O=C(NCc1ccc(F)cc1)C(=O)NCC1OCCCN1S(=O)(=O)c1cccs1 (stereo not given) | i | -2.7 | -0.91
Cc1onc(-c2c(F)cccc2Cl)c1C(=O)Nc1cccc(S(=O)(=O)NCc2ccco2)c1 | i | -0.7 | 0
COc1cc(Cl)c(C)cc1NC(=O)CSc1ccc(C)cc1 | i | -0.6 | -0.04
CCN(CC)S(=O)(=O)c1cccc(C(=O)N[C@@H](C)c2nc3ccccc3[nH]2)c1 | i | . | 0.94
O=C(/C=C/c1ccccc1)c1ccc2c3c(cccc13)CC2 | i | -2.3 | 0.59
Cc1ccccc1NC(=O)Cn1c([N+](=O)[O-])cnc1C | i | -1.3 | 1.3

One compound at a time, from the list above.
`CCOC(=O)c1cc(C(=O)OCC)c(=O)[nH]c1N1CCCC1` is listed with KCNQ2 inh: i; STK33 inh: 0.8; Kir21 inh: 0.36
`O=C(NCc1ccc(F)cc1)C(=O)NCC1OCCCN1S(=O)(=O)c1cccs1` (stereo not given) is listed with KCNQ2 inh: i; STK33 inh: -2.7; Kir21 inh: -0.91

The listing continues.
compound | KCNQ2 inh | STK33 inh | Kir21 inh
CCOc1[nH]n(-c2ccc(Cl)cc2)c(=O)c1C=NCC(=O)OC | i | 1.8 | -0.57
CN1/C(=C\C(=O)Nc2ccc(Br)cc2)C(C)(C)c2ccccc21 | i | 0.8 | 1.6
O=C(NCCc1c[nH]c2ccccc12)C(=O)NCC1CCCO1 (stereo not given) | i | 0.4 | 0.8
Nc1c(-c2cccc(Cl)c2)cnc2c(-c3ccccc3)cnn12 | i | -1.0 | 0.96
O=c1c2ccccc2nnn1CSc1nnc(C2COc3ccccc3O2)n1-c1ccccc1 (stereo not given) | i | -0.3 | 0.29
O=C(NC1CCCCCC1)c1cccc(COCC(F)(F)F)c1 | i | -1.0 | 2.1
CC1(C)SC(=S)N(/N=C/c2ccccc2)C1N(O)C(=O)Nc1ccc([N+](=O)[O-])cc1 (stereo not given) | i | -1.2 | -0.45
CS(=O)(=O)Nc1ccc(C2=NN(S(C)(=O)=O)C(c3ccc4c(c3)OCO4)C2)cc1 (stereo not given) | i | -1.7 | -0.29
COc1ccc(NC(=O)c2oc3ccccc3c2NC(=O)c2ccco2)c(OC)c1 | i | -1.1 | 0.04
CC(C)CCNC(=O)CN(C(=O)CCC(=O)Nc1nccs1)C1CCCCC1 | i | -0.8 | -0.06
CCOC(=O)C(=O)NNc1ccc(C)cc1 | i | 0.1 | 0.72
O=C(NNC(=O)c1ccc(S(=O)(=O)N2CCCCC2)cc1)c1ccc(F)cc1 | i | -2.4 | 1.2
CC(=O)NCCc1c[nH]c2ccc(OCC(O)CNC(C)(C)C)cc12 (stereo not given) | i | -0.8 | 0.54
CCc1nnc(NC(=O)CSc2nc(SC)ns2)s1 | i | . | -0.09
COc1ccc(N2CCN(C(=S)Nc3ccc(S(N)(=O)=O)cc3)CC2)cc1 | i | -0.9 | -2.1
O=C(NNS(=O)(=O)c1ccc(F)cc1)c1cnn(-c2ccccc2)c1C(F)(F)F | i | 0.4 | 0.06
C#Cc1ccc([C@@H]2C=C(C(=O)N3CCN(Cc4ccccc4)CC3)O[C@H](OCC)[C@H]2CCCO)cc1 | i | -0.7 | -0.01
COc1ccccc1N1CCNC(C)C1=O (stereo not given) | i | -1.0 | -2.1
CC1=C(C(=O)OC(C)C)C(c2ccc(C)o2)NC(=O)N1 (stereo not given) | i | 0.6 | 0.68
O=C(Oc1cccnc1)c1ccc(Cl)c(Cl)c1 | i | 0.3 | -1
C(/C=C/c1ccccn1)=C\c1ccccc1 | i | -0.2 | 2.2
CCN(CC(=O)Nc1ccc(NC(C)=O)cc1)C(=O)CCCN1C(=O)c2ccccc2C1=O | i | -0.1 | -0.46
Cc1ccc(-c2csc(N)n2)s1 | i | 3.2 | 0.35
O=C(COC(=O)c1cc(=O)c2ccccc2o1)NC1CCCCC1 | i | -0.8 | 0.6
CCCCOc1ccc(C2C3CN(C(=O)OCC)CC=C3C(C#N)=C(N)C2(C#N)C#N)cc1OC (stereo not given) | i | -0.4 | -0.43
COc1cc2c(cc1OC)CN(CC(=O)NC(=O)NCc1ccco1)CC2 | i | -1.8 | 0.14
COc1ccc(-c2cc(C(F)(F)F)nc(N3CCN(C)CC3)n2)cc1 | i | -0.5 | 0.62
CCc1ccc(C(=O)C(C)OC(=O)Cc2n[nH]c(=O)c3ccccc23)cc1 (stereo not given) | i | -0.8 | -3
COc1c(C)cc(S(=O)(=O)N2CCOCC2)c(C)c1C | i | -0.8 | -1.3
COc1cc(NC(=O)CN(C)S(=O)(=O)c2cccs2)cc(OC)c1 | i | -0.2 | -0.32
COc1ccccc1OCCC(=O)NCc1ccc2c(c1)OCO2 | i | -0.4 | -1
CC(C)(C)n1c(=O)[nH]c2c(c1=O)CCC2 | i | -0.1 | -0.74

Screening results (PubChem)

The order is random; any-hit rate near 1.9%.
